# Source: PubChem
# CBFb RUNX1 block: CBF-beta/RUNX1 interaction disruption | Q01196+Q13951 | AlphaScreen CBFb-His/RUNX1-biotin binding, biochemical | Potency, µM (doses to about 59.8 µM), for the others: at the top dose activity, negative = inhibition, hits mostly inhibitors | 230,000 tested, under 10 active | AID 1477; active means well fitted curve in the direction sought with a large enough effect; inconclusive means small, poorly fitted or top-dose-only effect, or effect the other way, or another doubt; inactive means no such curve, though single readings can be large or run the other way; further: % of control where 0% means no effect
# Target sequence (Q01196 whole entry, looked up): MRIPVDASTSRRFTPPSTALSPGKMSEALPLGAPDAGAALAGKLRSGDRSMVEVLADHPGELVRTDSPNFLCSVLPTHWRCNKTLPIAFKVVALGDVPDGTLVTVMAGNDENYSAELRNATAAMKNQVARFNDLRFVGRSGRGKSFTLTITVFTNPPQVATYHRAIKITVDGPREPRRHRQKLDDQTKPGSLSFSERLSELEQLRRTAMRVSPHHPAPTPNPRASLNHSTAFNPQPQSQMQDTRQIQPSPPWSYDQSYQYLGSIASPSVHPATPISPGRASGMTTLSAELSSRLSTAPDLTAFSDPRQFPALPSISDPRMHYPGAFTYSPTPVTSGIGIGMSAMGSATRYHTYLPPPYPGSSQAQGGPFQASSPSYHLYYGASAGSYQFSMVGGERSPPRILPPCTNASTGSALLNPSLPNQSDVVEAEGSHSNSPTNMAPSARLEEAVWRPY
# Target sequence (Q13951 whole entry, looked up): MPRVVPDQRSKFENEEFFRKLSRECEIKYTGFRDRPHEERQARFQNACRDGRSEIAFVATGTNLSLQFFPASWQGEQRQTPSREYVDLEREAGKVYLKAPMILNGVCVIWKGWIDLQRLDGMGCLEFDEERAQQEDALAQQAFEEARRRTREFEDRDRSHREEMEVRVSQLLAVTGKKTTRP
#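 AlphaScreen proximity signal reports loss of binding between His-tagged CBF-beta and biotin-labelled RUNX1, each at 30 nM. Proteins are pre-associated for 20 minutes, compounds added for 15 minutes, then beads for 90 minutes, all at ambient temperature.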
# The depositor's hits bear a star; ? = inconclusive; & = joins results of further samples. The list is partial. The share of hits here may be higher or lower than overall.
SMILES,CBFb RUNX1 block
Nc1ncn(C2CC(O)C(CO)O2)c(=O)n1 (stereo unspecified),14%
CCCC[C@H]1CCCO[C@@](C(=O)NCc2cc(C)n(C)n2)(C(F)(F)F)C1,25%
O=S(=O)(Nc1cccc2cccnc12)c1ccc2ccccc2c1,?
CC[C@H](C)[C@H](NC(=O)[C@H](C)NC(=O)[C@@H](N)C(C)C)C(=O)N[C@H](C(=O)N[C@H](C(=O)N[C@@H](CC(C)C)C(=O)N[C@H](C(=O)N[C@@H](CCCCN)C(=O)O)C(C)C)C(C)C)[C@@H](C)O,?
COc1ccc(C2CC(c3ccccc3)Oc3c(C)ccc(C(C)C)c32)cc1 (stereo unspecified),-6%&2%
O=S1(=O)C2CC3C=CC2(O3)C(O)C(Cc2ccccc2)N1Cc1cccc(F)c1 (stereo unspecified),7%
COc1ccc(-c2nnc3n2N=C(c2ccccc2OC)CS3)cc1OC,18%
COc1ccc(C2=Nn3c(nnc3-c3ccccc3C)SC2)cc1,-5%
COc1ccccc1-c1nnc2n1N=C(c1c(OC)cccc1OC)CS2,-1%
OC[C@H]1NC[C@@H](O)[C@@H](O)[C@@H]1O,8%
COc1cccc(C2=Nn3c(nnc3-c3cc(OC)cc(OC)c3)SC2)c1,3%
CCC1CC=CC2C1C(=O)N(Cc1ccccc1)C2c1ccc(OC)c(Cl)c1 (stereo unspecified),-4%
Cc1ccc(C[C@H](C(=O)O)N2C(=O)c3ccc(C(=O)O)cc3C2=O)c(C)c1,2%
COc1ccc(C2/C=C\CN(C(=O)c3ccc(C)cc3)C(C)C(=O)N2Cc2ccc(F)cc2)cc1 (stereo unspecified),15%
CC[C@H](C)[C@H](NC(=O)[C@H](Cc1ccc(O)cc1)NC(=O)[C@H](CCCNC(=N)N)NC(=O)[C@H](CCCNC(=N)N)NC(=O)[C@H](CC(C)C)NC(=O)[C@H](CCC(N)=O)NC(=O)[C@@H](NC(=O)[C@H](CCC(=O)O)NC(=O)[C@H](Cc1ccc(O)cc1)NC(=O)[C@H](CCC(N)=O)NC(=O)[C@H](C)NC(=O)[C@H](CCCNC(=N)N)NC(=O)[C@H](CCC(N)=O)NC(=O)[C@H](CCC(=O)O)NC(=O)[C@H](Cc1cnc[nH]1)NC(=O)[C@@H](NC(=O)[C@H](C)NC(=O)[C@H](Cc1ccc(O)cc1)NC(=O)[C@H](CC(=O)O)NC(=O)CNC(=O)[C@@H]1CCCN1C(=O)[C@H](Cc1ccc(O)cc1)NC(=O)[C@H](CCSC)NC(=O)[C@@H]1CCCN1C(=O)[C@H](CCC(=O)O)NC(=O)[C@H](CC(C)C)NC(=O)[C@@H]1CCCN1C(=O)[C@H](C)N)[C@@H](C)O)[C@@H](C)O)C(=O)N[C@@H](CC(N)=O)C(=O)N[C@H](C(=O)N[C@@H](CC(C)C)C(=O)N[C@H](C(=O)N[C@@H](CCCNC(=N)N)C(=O)N1CCC[C@H]1C(=O)N[C@@H](CCCNC(=N)N)C(=O)N[C@@H](Cc1ccc(O)cc1)C(N)=O)[C@@H](C)O)[C@@H](C)O,2%
C=C1CCN(C(C)C(=O)OCc2cccc(C)c2)S(=O)(=O)c2ccccc21 (stereo unspecified),?
CC(C)N1CCN(c2ccc(C(=O)c3c(-c4ccc(O)cc4)sc4cc(O)ccc34)cc2)CC1,-24%
Cc1noc(C)c1-c1ccc2ncnc(NCc3cccc(C(F)(F)F)c3)c2c1,0%
CCOC(=O)N1CCCN(/[N+]([O-])=N/Oc2ccc([N+](=O)[O-])cc2[N+](=O)[O-])CC1,4%
CC(=O)OCOC(=O)CNc1ccccc1OCCOc1ccccc1NCC(=O)OCOC(C)=O,?

# Reprinted at random: 3 compounds from above.
SMILES,CBFb RUNX1 block
O=S(=O)(Nc1cccc2cccnc12)c1ccc2ccccc2c1,?
CC(C)N1CCN(c2ccc(C(=O)c3c(-c4ccc(O)cc4)sc4cc(O)ccc34)cc2)CC1,-24%
CCCC[C@H]1CCCO[C@@](C(=O)NCc2cc(C)n(C)n2)(C(F)(F)F)C1,25%

# The main list resumes, starting four compounds before the break.
SMILES,CBFb RUNX1 block
CC(C)N1CCN(c2ccc(C(=O)c3c(-c4ccc(O)cc4)sc4cc(O)ccc34)cc2)CC1,-24%
Cc1noc(C)c1-c1ccc2ncnc(NCc3cccc(C(F)(F)F)c3)c2c1,0%
CCOC(=O)N1CCCN(/[N+]([O-])=N/Oc2ccc([N+](=O)[O-])cc2[N+](=O)[O-])CC1,4%
CC(=O)OCOC(=O)CNc1ccccc1OCCOc1ccccc1NCC(=O)OCOC(C)=O,?
O=S1(=O)C2CC3OC2(CC3c2ccc(F)cc2)CN1Cc1ccc(Cl)cc1 (stereo unspecified),24%
O=C(Nc1ccc(O)c2c(=O)cc(-c3ccccc3Cl)oc12)c1cc(Cl)cc(Cl)c1,-7%
Cc1noc(C)c1-c1ccc2ncnc(NCC3CCCCN3C)c2c1 (stereo unspecified),12%
COC1=C2C[C@@H](C)C[C@H](OC)[C@H](O)[C@@H](C)/C=C(\C)[C@H](OC(N)=O)[C@@H](OC)/C=C\C=C(/C)C(=O)NC(=CC1=O)C2=O,11%
COC(=O)[C@H]1C[C@H]1[C@@H](NC(=O)c1ccc[nH]1)c1ccccc1,24%
C=C1CCN(C(C(=O)NCc2ccc(Cl)c(Cl)c2)C(C)C)S(=O)(=O)c2ccccc21 (stereo unspecified),17%
COC(=O)CN1CC(=O)c2ccccc2S1(=O)=O,11%
CCC1C(=O)CC2CCN3C(=O)CCC1C23 (stereo unspecified),-2%
Nc1nc(Cl)nc2c1ncn2C1OC(CO)C(O)C1F (stereo unspecified),?
Cc1ccc(C[C@@H](NS(=O)(=O)c2ccc(C(=O)O)cc2)C(=O)O)cc1,-1%
COC(=O)C1=CO[C@@H](O[C@@H]2O[C@H](CO)[C@@H](O)[C@H](O)[C@H]2O)C2C(CO)=CCC12 (stereo partly specified),15%
COC(=O)[C@H]1C[C@H]1[C@@H](NC(=O)c1cccnc1)c1ccccc1,3%
COc1ccc(COC[C@H](C)[C@H](O)[C@@H](C)[C@H]2OC(=O)[C@@H]2C)cc1,12%
CS(=O)(=O)c1ccc(CNC(=O)[C@]2(C(F)(F)F)C[C@H](CCc3ccccc3)CCCO2)cc1,-2%
Cc1oc(C)c(C(=O)Nc2ccccc2)c1C,2%
OC[C@H]1OC(O)[C@H](O)[C@@H](O)[C@@H]1O (stereo partly specified),6%
CCC1(CC)C(=O)C2=C3C1[C@H](C(=O)OC)C=C(C(=O)OC)C[C@H]3n1c(=O)n(-c3ccccc3)c(=O)n1[C@H]2C (stereo partly specified),10%
CCC1(CC)C(=O)C2=C3C1[C@H](C(=O)OC)CC(C(=O)OC)C[C@H]3[C@H]1C(=O)N(C)C(=O)[C@H]1[C@H]2C (stereo partly specified),-4%
COc1cc(C(CCN2CCCC2)c2c(OC)cc(OC)c3c2OC(=O)CC3c2ccc(N(C)C)cc2)cc(OC)c1OC (stereo unspecified),?
Cc1cc2c(c(C)c1Cl)C(c1ccc3c(c1)OCO3)CC(c1ccccc1)O2 (stereo unspecified),14%&12%

# Another view of some results above:
COC(=O)[C@H]1C[C@H]1[C@@H](NC(=O)c1ccc[nH]1)c1ccccc1
  CBFb RUNX1 block: 24%

C=C1CCN(C(C(=O)NCc2ccc(Cl)c(Cl)c2)C(C)C)S(=O)(=O)c2ccccc21 (stereo unspecified)
  CBFb RUNX1 block: 17%

# (cont.)
SMILES,CBFb RUNX1 block
COCCNC(=O)C1(C(F)(F)F)C/C(=C/CCO)CCCO1 (stereo unspecified),8%
O=c1c(-c2ccc(O)cc2)coc2cc(O[C@@H]3O[C@H](CO)[C@H](O)[C@H](O)[C@H]3O)ccc12,1%
O=C(NC(NC(=S)Nc1ccc(F)c([N+](=O)[O-])c1)C(Cl)(Cl)Cl)C(c1ccccc1)c1ccccc1 (stereo unspecified),?
CC(=O)Nc1ccc(SCC(c2ccccc2)N2CCN(C)CCC2=O)cc1 (stereo unspecified),3%
COC(=O)C1C[C@@H]2C3=C(C(=O)[C@@](C)(NC(=O)c4ccccc4)C3[C@H](C(=O)OC)C1)[C@H](C)n1c(=O)n(-c3ccccc3)c(=O)n12 (stereo partly specified),14%
COc1ccc(-c2ccc(OC)c(C3C4C=CCCC4(C)C(=O)N3Cc3ccccc3)c2)cc1 (stereo unspecified),3%
N[C@@H](CCCCNC(=O)CCCC[C@@H]1SC[C@H]2NC(=O)N[C@H]12)C(=O)O,0.4µM*
CCOCCOC(=O)C(C)Oc1ccc(Oc2ncc(C(F)(F)F)cc2Cl)cc1 (stereo unspecified),?
O=C1c2c(O)cc(O)cc2O[C@H](c2ccc(O)c(O)c2)C1O (stereo partly specified),-14%
c1ccc2[nH]c(NCCCc3cnc[nH]3)nc2c1,10%
Cc1cc(CNC(=O)C2(C(F)(F)F)C/C(=C\CCO)CCCO2)nn1C (stereo unspecified),-7%
CC(C)(C)OC(=O)NS(=O)(=O)Nc1ccccc1Br,8%
O=C1C2C(c3ccccc3)CC=CC2C(c2ccc3ccccc3c2)N1Cc1ccccc1 (stereo unspecified),-4%
C[C@@H]1C(=O)N(S(=O)(=O)c2ccc([N+](=O)[O-])cc2)[C@H]1c1ccc(F)cc1,-9%
CCCCCCCCCCCCCCCCn1cc[n+](Cc2ccccc2)c1C,26%
O=S(=O)(Nc1cccc2cccnc12)c1ccccc1,-7%
COc1ccc(-c2cccc(C3C4C=CCCC4(C)C(=O)N3Cc3ccccc3)c2)cc1 (stereo unspecified),-7%
O=c1cc(-c2ccc(O)c(O)c2)oc2cc(O[C@@H]3O[C@H](CO)[C@@H](O)[C@H](O)[C@H]3O)cc(O)c12,1%
C[C@@H]1COC(=O)O1,14%
NC(=O)c1cccc(-c2cccc(OC(=O)NC3CCCCC3)c2)c1,13%
CCc1ccccc1NS(=O)(=O)c1ccc2[nH]cc(C(=O)NCC3CCCO3)c(=O)c2c1 (stereo unspecified),7%
CCc1c2c(nc3ccc(OC)cc13)-c1nc3ccccc3c(=O)n1C2,12%
CCC/C=C1/CCCOC(C(=O)NCc2ccc(C)o2)(C(F)(F)F)C1 (stereo unspecified),3%
CSCC[C@H](NC(=O)[C@H](CC(C)C)NC(=O)CNC(=O)[C@H](Cc1ccc(O)cc1)NC(=O)[C@H](Cc1ccccc1)NC(=O)[C@H](CCCCN)NC(=O)[C@H](CC(N)=O)NC(=O)[C@@H]1CCCN1C(=O)[C@H](CC(=O)O)NC(=O)[C@H](C)NC(=O)[C@@H]1CCC(=O)N1)C(N)=O,16%
COC(=O)C1=C[C@@H](C(=O)OC)[C@@H]2C3=C(C(=O)C2(C)C)[C@H](C)n2c(=O)n(C)c(=O)n2[C@@H]3C1,0%
C[C@H](C(=O)CC(=O)OC(C)(C)C)[C@H](O)c1ccccc1,3%
O=S(=O)(Nc1cccc2cccnc12)c1ccc(Br)s1,6%
CCc1cccc2cc(C(O)CNC(C)(C)C)oc12 (stereo unspecified),-11%
C/C=C1\COC(C(=O)NCCN2CCOCC2)(C(F)(F)F)C=C1C=C1CCCCC1 (stereo unspecified),0%
CC(C)OC(=O)c1cn(Cc2c(F)cccc2F)c2sc(-c3ccc(NC(=O)C(C)C)cc3)c(CN(C)Cc3ccccc3)c2c1=O,2%
O=S1(=O)C2CC3C=CC2(CN1Cc1cccc(F)c1)O3 (stereo unspecified),16%
CCC1CC=CC2C1C(=O)N(Cc1ccccc1)C2c1ccc(C(F)(F)F)cc1 (stereo unspecified),15%
CSCC[C@H](NC(=O)[C@@H]1CCCN1C(=O)[C@H](CCCN=C(N)N)NC(=O)[C@H](CC(C)C)NC(=O)[C@@H]1CCCN1C(=O)[C@@H](NC(=O)[C@@H](N)CCC(N)=O)C(C)C)C(=O)N[C@H](C(=O)N[C@@H](Cc1ccc(O)cc1)C(=O)N[C@@H](CCCCN)C(=O)O)[C@@H](C)O,9%
COc1ccc(CNC(=O)Nc2ccc([N+](=O)[O-])cc2)cc1,1%
CCCCCCCCCCC[C@@H](C[C@@H]1OC(=O)[C@H]1CCCCCC)OC(=O)[C@H](CC(C)C)NC=O,?
COC(=O)CCN(Cc1ccco1)S(=O)(=O)c1ccc(F)cc1Br,8%
CCN(CC)CCC(c1ccc(N(C)C)cc1)c1c(OC)cc(OC)c2c1OC(=O)CC2c1ccc(OC)cc1 (stereo unspecified),?
COc1ccc(C2=Nn3c(nnc3-c3ccccc3OC)SC2)c(OC)c1,4%
C/C=C/C(=O)[C@@H](C)[C@@H](/C=C/C[Si](C)(C)C)C(C)C,0%
C/C=C1\COC(C(=O)NCc2cccc(OC)c2OC)(C(F)(F)F)C=C1C=C(C)C (stereo unspecified),28%
COc1ccc(NC=O)c(C(=O)CCNC(C)=O)c1,4%
OCCOCCN1CCN(Cc2cccc(Oc3ccccc3)c2)CC1,29%
CC1=C[C@H](C)[C@H](c2c(F)cccc2Cl)CC1=O,24%
COc1cc2c(c(OC)c1OC)-c1c(cc3c(c1OC)OCO3)CC(C)C(C)(O)C2OC(=O)c1ccccc1 (stereo unspecified),14%
